# Shn3 3UTR inh – inhibitors of Schnurri-3 3'UTR reporter in osteoblasts; inhibition, % at 12.5 µM; Clone20 osteoblast Shn3 3'UTR firefly luciferase, 24 h; 360,000 compounds, 0.52% hits;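 active = mean inhibition of at least 75% with every replicate also reaching 75%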;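 also: 0% = median of neutral control wells and 100% = pilot-screen positive control compound; some compounds past the cut are filed as inactive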
# NR2E3 ag-1 – human photoreceptor-specific nuclear receptor agonism | AID 602229 | 360,000 compounds, 0.35% hits | inhibition of corepressor binding, % at 3.98 µM | CHO-S Gal4-NCOR/VP16-NR2E3 two-hybrid, luciferase;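 active = inhibition above the mean of all tested compounds plus 3 SD, cut at about 70% in these data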;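 also: 0% = DMSO with NR2E3 transfected cells and 100% = cells lacking NR2E3 construct; higher means lower luciferase signal from less NR2E3 corepressor binding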
# Target sequence (Q9Y5X4 whole entry, looked up, the tested form may be a part): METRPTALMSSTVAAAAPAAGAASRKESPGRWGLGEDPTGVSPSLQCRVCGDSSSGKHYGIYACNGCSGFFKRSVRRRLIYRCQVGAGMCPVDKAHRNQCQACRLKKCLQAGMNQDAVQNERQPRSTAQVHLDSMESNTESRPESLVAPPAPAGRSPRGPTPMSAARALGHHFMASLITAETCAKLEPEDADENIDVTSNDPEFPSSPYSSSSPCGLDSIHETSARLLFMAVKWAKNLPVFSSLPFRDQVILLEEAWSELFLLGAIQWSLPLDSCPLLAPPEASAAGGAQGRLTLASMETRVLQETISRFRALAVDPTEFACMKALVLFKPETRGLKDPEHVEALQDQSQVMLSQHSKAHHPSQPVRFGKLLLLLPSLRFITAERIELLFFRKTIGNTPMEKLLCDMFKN
# HIF-2a block – blocks HIF-2a reporter activity; 786-0 RCC cells HIF-2a reporter, luciferase luminescence, overnight; inhibition, % at 18.8 µM; 360,000 compounds, 0.72% hits; AID 624352;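 active = inhibition of the luminescence signal of 40% or more relative to plate controls, in a single-dose primary screen at 18.75 µM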
# LMP1 NFkB inh – Epstein-Barr LMP1 NF-kappaB reporter inhibition | LMP1-induced NF-kappaB luciferase reporter cells, luminescence | 350,000 compounds, 0.69% hits | AID 504558 | inhibition, % at 12.5 µM; in the data active = inhibition above about 41%;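 also: 0% = neutral control wells and 100% = reference inhibitor control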
# TRPM1 prom inh – inhibitors of MITF-driven TRPM1 promoter in melanoma cells; SK-MEL-5 TRPM1 promoter luciferase, 24 h; inhibition, % at 12.5 µM; 330,000 compounds, 0.83% hits; AID 488899;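 active = mean inhibition across replicates of 60% or more, whatever share of single replicates reaches that level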; also: values of inactives mirror those of a sister screen read the other way
# KKLEB tox – reduces viability of KKLEB cystic fibrosis airway cells | activity change (cytotoxicity), % at 5 µM | 360,000 compounds, 0.36% hits | AID 602141 | KKLEB CF airway cells viability, ATPlite luminescence, overnight; active compounds read low; cells stimulated with P. aeruginosa culture filtrate;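 active = corrected activity change at or below -50% at 5 µM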
# iPSC survival up – increases survival of single human iPS cells; 360,000 compounds, 0.044% hits; hiPSC single-cell survival, ATPlite luminescence; 100% = ROCK inhibitor wells, 0% = DMSO; survival enhancement, % at 20 µM; in the data active = survival enhancement above about 18%;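 also: cells exposed to compounds for 16 hours before the ATP read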
# Peg3 promoter – inhibitors of Peg3 promoter | inhibition, % at 20 µM | HeLa PEG-Prom luciferase reporter, luminescence, overnight | 360,000 compounds, 1.7% hits | AID 588405;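 active = inhibition of at least 50% at 20 µM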
# CF NFkB inh – inhibitors of cystic fibrosis induced NF-kB; KKLEB NF-kB-GFP reporter, PAF-induced, GFP fluorescence overnight; inhibition, % at 5 µM; 360,000 compounds, 0.86% hits; AID 588850;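 active = at least 50% inhibition at 5 µM, scaled per plate between neutral and stimulator controls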;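 also: PAF is a Pseudomonas aeruginosa culture filtrate used as stimulus; plate controls were PAF-stimulated DMSO wells for no effect and unstimulated DMSO wells for full effect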
# C8 TRAIL sens – caspase-8 TRAIL sensitization. NB7+C8 cells + TRAIL, ATPlite viability luminescence. inhibition (viability loss, TRAIL sensitization), % at 10 µM. 360,000 compounds, 1% hits. AID 624354;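 active = compounds causing at least 50% loss of cell viability in the single-dose screen, relative to plate controls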
# NR2E3 ag-2 – NR2E3 (human) agonism | AID 2300 | 320,000 compounds, 0.12% hits | inhibition of corepressor binding, % at 4.78 µM | Q9Y5X4 | GST-NR2E3/biotin-RetCOR TR-FRET, 1536-well;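 active = percent inhibition above the cutoff of mean plus 3 SD of all tested compounds, set per screening campaign, cut at about 20% in these data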;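 also: 0% = DMSO wells and 100% = biotin wells as full block of FRET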
#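 Test system: GST-NR2E3 and biotin-RetCOR proteins | Quantity: 1.35 nM GST-tagged NR2E3 final | Medium: Tris pH 7.5 | Also added: 7 nM biotin-RetCOR | Dosing: Compound at 4.8 µM, single dose | Timing: 5 h at 4 °C | Detection: Time-resolved FRET | Read-out basis: Percent inhibition | Benchmarks: Biotin wells as high control, 0.6% DMSO wells as low control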
# An asterisk follows results filed as active; . = not tested or not shown. The list is partial; count on the stated rates, not on these rows.
# Second line of a record – Shn3 3UTR inh, NR2E3 ag-1, HIF-2a block, LMP1 NFkB inh, TRPM1 prom inh, KKLEB tox, iPSC survival up, Peg3 promoter, CF NFkB inh, C8 TRAIL sens, NR2E3 ag-2
1. COc1ccc(CCN(C)C(=O)COc2ccc(C(=O)c3ccccc3)cc2)cc1OC
  14, 10, 20, -7, 18, -2, 0.0, 12, 20, -33, -3
2. COc1cccc(C(=O)COC(=O)c2n[nH]c(=O)c3ccccc23)c1
  10, -19, 15, 3, -5, 8, -1.9, 5, -6, 2, 6
3. O=C(NCCN1CCOCC1)c1cc(S(=O)(=O)NCCCN2CCCC2=O)ccc1Cl
  -6, -7, 28, -4, 2, 14, -1.1, 21, -12, -22, -3
4. CCCc1cc(C(=O)Nc2sc(C)c(C)c2C(=O)OCC)no1
  -5, -8, -3, -4, 2, -1, -2.4, -2, 4, 6, .
5. O=C(NC1CCCCCC1)C1CC(=O)N(c2ccc(Cl)cc2)C1 (configuration not stated)
  13, -3, 5, -4, 4, 1, -0.6, 5, 10, 1, 5
6. COc1ccc(C(C(=O)NCC2CCCO2)N(Cc2ccc(F)cc2)C(=O)CNC(=O)c2ccco2)cc1OC (configuration not stated)
  -3, -23, 6, -1, -3, -4, 0.5, 5, -11, -5, 3
7. COc1ccc(COCC(O)CN2CCc3ccccc3C2)cc1OC (configuration not stated)
  4, -18, 14, 2, 9, -20, -0.7, 5, -1, 11, 5
8. NC(=O)C1CCN(C(=O)C2CCC(=O)N(CC3CCCCC3)C2)CC1 (configuration not stated)
  -9, -7, -4, -5, 6, -5, -0.5, -6, -6, 7, -1
9. CC(C)CNC(=O)c1ccc(NC(=O)c2cccs2)cc1
  6, -36, -132, -9, -34, -5, -1.4, -68, 13, -2, 3
10. CC(C)C(CC(=O)N1CCCCC1)C1CCOC(C)(C)C1 (configuration not stated)
  13, -9, 10, 1, 8, 12, -0.9, 9, 16, -8, 0

# (more compounds)
# Second line of a record – Shn3 3UTR inh, NR2E3 ag-1, HIF-2a block, LMP1 NFkB inh, TRPM1 prom inh, KKLEB tox, iPSC survival up, Peg3 promoter, CF NFkB inh, C8 TRAIL sens, NR2E3 ag-2
11. COc1cc(/C=N/Nc2nc3ccccc3s2)ccc1OC(=O)c1ccccc1F
  -103, -55, -196, -54, -20, 2, -2.0, -266, -5, 5, 0
12. CC(=O)Nc1ccc(Nc2nc(-c3sc(C)nc3C)cs2)cc1
  8, -37, -183, 16, 0, 5, -0.3, -76, 0, 6, -3
13. O=C(OCC(=O)N(CCc1ccccc1)Cc1ccccc1)c1ccccc1NCCO
  20, -1, -52, 1, 6, 2, -0.2, 24, 4, 2, 1
14. O=C(O)CCCC(=O)N1CCc2cc(S(=O)(=O)NCc3ccc(F)cc3)ccc21
  -1, 11, 11, 2, 13, 4, -1.6, 7, -4, -6, -2
15. O=C(Nc1ccc(Br)cc1)C1OCCc2ccccc21 (configuration not stated)
  3, -43, -146, -7, -6, -4, -0.1, -79, 2, 5, 1
16. CC(C)NC(=O)c1onc(CSc2ccncc2)c1C(=O)NC(C)C
  -25, -35, 9, -10, -5, 4, -0.3, 17, -3, 9, 7
17. COc1cccc(-c2cn3nc(C)c(C)nc3n2)c1
  -21, -150, -168, 6, -34, -16, 0.8, -204, -3, 13, -1
18. CCN(c1ccccc1)S(=O)(=O)c1ccc(F)cc1C
  14, -1, 7, -24, 3, 4, -1.4, 10, -1, 1, 0
19. O=C(N/C(=C/c1ccco1)C(=O)N1CCCCCC1)c1cccs1
  -12, -18, -4, -4, 8, 0, 0.3, 2, -15, 6, -5
20. CCN(CC)C(=O)c1cccc(-c2ccc(OC)cc2)c1
  -17, -35, -72, -3, -8, 8, -1.2, -57, 4, -2, -1

# Further entries follow:
# Second line of a record – Shn3 3UTR inh, NR2E3 ag-1, HIF-2a block, LMP1 NFkB inh, TRPM1 prom inh, KKLEB tox, iPSC survival up, Peg3 promoter, CF NFkB inh, C8 TRAIL sens, NR2E3 ag-2
21. O=C(c1cc(-c2cccs2)nc2ccccc12)N1CCN(c2ccccc2O)CC1
  -33, -11, -45, -4, -4, -10, -1.1, -24, 5, 7, 0
22. COc1ccc(Cl)cc1NC(=O)CN1CCC(n2nnc3ccccc32)CC1
  9, 0, 18, 6, 7, 6, 4.5, 18, -14, 4, -2
23. CCOc1cc(C(C(=O)NCC2CCCO2)N(C(=O)Cn2nnc3ccccc32)c2ccc(OC)c(OC)c2)ccc1O (configuration not stated)
  10, 10, 3, -3, 7, 6, -0.8, 8, -13, -4, 4
24. COc1cnn(-c2ccccc2)c(=O)c1SCc1ccc(Cl)cc1Cl
  8, -4, 3, 11, -9, 1, -0.2, 18, 1, 7, -10
25. Cc1nn(C(C)(C)C)c(C)c1/C=N/OC(=O)Nc1ccc(Cl)cc1
  ., 97*, 91*, 74*, 79*, -56*, -0.9, 96*, 1, 88*, -1
26. COc1cccc(N2CCN(C(c3ccccn3)c3nnnn3C(C)(C)C)CC2)c1 (configuration not stated)
  -3, -34, 8, 5, 11, 20, 0.4, -4, -31, 3, 0
27. CCc1nc(SCc2ccccn2)[nH]c(=O)c1C
  -17, 4, 10, 2, -4, 10, -2.1, 12, -6, 2, 2
28. COc1ccc(NC(=O)/C=C/c2ccccc2[N+](=O)[O-])c(OC)c1
  -14, -8, -67, 4, -8, 2, -2.8, -52, 3, -5, 4
29. COc1ccc(OC)c(NC(=O)C2CCCN2S(=O)(=O)c2ccc3c(c2)CC(C)N3C(C)=O)c1 (configuration not stated)
  7, -23, 13, 1, ., -6, -1.9, 8, 19, 6, .
30. NC(=O)c1c(NC(=O)C(=O)N2CCOCC2)sc2c1CCCC2
  -7, -5, -7, 4, 5, 3, -0.7, -3, 1, -13, -1

# The results go on:
# Second line of a record – Shn3 3UTR inh, NR2E3 ag-1, HIF-2a block, LMP1 NFkB inh, TRPM1 prom inh, KKLEB tox, iPSC survival up, Peg3 promoter, CF NFkB inh, C8 TRAIL sens, NR2E3 ag-2
31. Nc1nnc(CCOc2ccccc2Cl)s1
  11, -17, -1, 2, -13, -1, -1.0, -12, -1, -14, -1
32. Cc1cc(C(C)(C)C)ccc1OCCOCCN1CCCC1
  -1, 1, 11, 0, -7, 4, 2.0, 15, -4, -4, -2
33. CN(CC(=O)NCCCn1ccnc1)S(=O)(=O)c1ccc(Cl)cc1
  9, 19, 13, 6, 5, -4, -0.4, 10, 15, 0, .
34. NS(=O)(=O)c1ccc(CNC(=O)c2ccc3c(c2)OCO3)cc1
  -43, -13, 0, 0, 5, 7, 1.0, 3, -1, 9, .
35. COc1cc(C)nc(N2CCCC(C(=O)Nc3cc(Cl)ccc3OC)C2)n1 (configuration not stated)
  4, 12, 13, 3, 9, -2, -2.4, 11, 4, -5, 1
36. CCc1nc2ccc(C(=O)NCCc3ccccn3)cn2c1N(C)Cc1ccc(N(C)C)cc1
  3, -29, -5, ., ., -12, -1.7, 5, 23, -8, .
37. CC1(C)CC(=O)/C(=C(\O)c2ccccc2)C(=NCCc2ccccc2)C1
  -2, -27, 14, 4, -1, 3, -1.3, 18, 12, 3, -4
38. CC(=O)NCCC(=O)Nc1ncc(S(=O)(=O)c2ccc([N+](=O)[O-])cc2)s1
  5, -20, -19, -9, 7, -2, 0.1, 7, -31, -14, 4
39. COc1ccc(NC(=O)CSc2c(C)nn(-c3nnc(C)c(=O)[nH]3)c2C)cc1
  1, -23, 17, -20, -5, 0, 4.3, 3, 1, 9, 1
40. CCOC(=O)CC1C(=O)NCCN1C(=O)c1cc2c(=O)n3cccc(C)c3nc2s1 (configuration not stated)
  -7, -14, 17, 0, ., 2, -1.8, 23, 2, -3, 7
41. C=CCNC(=O)/C=C/c1ccc(C(C)C)cc1
  -130, -70, -170, -20, -78, 3, -2.8, -227, 4, 16, -3
42. O=C(CS(=O)(=O)c1ccccc1)Nc1nnc(C(F)(F)F)s1
  -22, -12, -6, -3, -12, -5, 0.3, 3, -4, 3, -1
43. Cc1nc2nc(C)c(NS(=O)(=O)c3ccc(Cl)s3)c(=O)n2[nH]1
  -4, 6, 9, -7, -1, -5, -0.2, 5, 10, -2, -2

# Ordered by SMILES length (high to low): part of the list above
# Second line of a record – Shn3 3UTR inh, NR2E3 ag-1, HIF-2a block, LMP1 NFkB inh, TRPM1 prom inh, KKLEB tox, iPSC survival up, Peg3 promoter, CF NFkB inh, C8 TRAIL sens, NR2E3 ag-2
6. COc1ccc(C(C(=O)NCC2CCCO2)N(Cc2ccc(F)cc2)C(=O)CNC(=O)c2ccco2)cc1OC (configuration not stated)
  -3, -23, 6, -1, -3, -4, 0.5, 5, -11, -5, 3
29. COc1ccc(OC)c(NC(=O)C2CCCN2S(=O)(=O)c2ccc3c(c2)CC(C)N3C(C)=O)c1 (configuration not stated)
  7, -23, 13, 1, ., -6, -1.9, 8, 19, 6, .
39. COc1ccc(NC(=O)CSc2c(C)nn(-c3nnc(C)c(=O)[nH]3)c2C)cc1
  1, -23, 17, -20, -5, 0, 4.3, 3, 1, 9, 1
21. O=C(c1cc(-c2cccs2)nc2ccccc12)N1CCN(c2ccccc2O)CC1
  -33, -11, -45, -4, -4, -10, -1.1, -24, 5, 7, 0
28. COc1ccc(NC(=O)/C=C/c2ccccc2[N+](=O)[O-])c(OC)c1
  -14, -8, -67, 4, -8, 2, -2.8, -52, 3, -5, 4
25. Cc1nn(C(C)(C)C)c(C)c1/C=N/OC(=O)Nc1ccc(Cl)cc1
  ., 97*, 91*, 74*, 79*, -56*, -0.9, 96*, 1, 88*, -1
8. NC(=O)C1CCN(C(=O)C2CCC(=O)N(CC3CCCCC3)C2)CC1 (configuration not stated)
  -9, -7, -4, -5, 6, -5, -0.5, -6, -6, 7, -1
34. NS(=O)(=O)c1ccc(CNC(=O)c2ccc3c(c2)OCO3)cc1
  -43, -13, 0, 0, 5, 7, 1.0, 3, -1, 9, .
42. O=C(CS(=O)(=O)c1ccccc1)Nc1nnc(C(F)(F)F)s1
  -22, -12, -6, -3, -12, -5, 0.3, 3, -4, 3, -1
12. CC(=O)Nc1ccc(Nc2nc(-c3sc(C)nc3C)cs2)cc1
  8, -37, -183, 16, 0, 5, -0.3, -76, 0, 6, -3
20. CCN(CC)C(=O)c1cccc(-c2ccc(OC)cc2)c1
  -17, -35, -72, -3, -8, 8, -1.2, -57, 4, -2, -1
17. COc1cccc(-c2cn3nc(C)c(C)nc3n2)c1
  -21, -150, -168, 6, -34, -16, 0.8, -204, -3, 13, -1
